From PubChem BioAssay
WT yeast gro inh: growth inhibition of WT strain, primary screen, mitochondrial fusion inhibitor project, WT and mutant strains, chemical genetic | inhibition, % at 10 µM | mitochondrial fusion phenotypic screen | AID 1362, 2008 | actives 2.1% (n = 190,000); in the data active = inhibition above about 58%; tested in S. cerevisiae
b-catenin transl: modulators of beta-catenin nuclear translocation, primary screen, imaging, HeLa cells, immunofluorescence, high-content; actives 0.3% (n = 190,000); nuclear translocation activity, % at 5 µM;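 active = nuclear translocation activity above 50% at 5 µM, with a well cell count of 50 or more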;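 note: per-cell ratio of nuclear to cytoplasmic median beta-catenin stain intensity; plate controls were DMSO negative control for no effect and GSK-3 inhibitor IX positive control for full effect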
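Technique: fluorescence imaging of beta-catenin antibody stain plus DAPI / Material: human HeLa cell line / Incubation: compound treatment 24 h, 37°C, 5% CO2 / Read-out basis: % activation of per-cell nuclear versus cytoplasmic median beta-catenin signal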
M1AAP inhibition: P. falciparum M1AAP inhibitors, biochemical, fluorogenic H-Leu-NHMec substrate, 1536-well (AID 1445) | inhibition, % at 30 µM; hits with a dose series show IC50 in µM | actives 0.42% (n = 220,000) | recombinant M1AAP, H-Leu-NHMec fluorogenic kinetic assay; higher % means a stronger effect;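 active = primary inhibition above the hit cutoff, then over 50% inhibition at one or more dose response concentrations, cut at about 23% in these data, passing the limit was not always enough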;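 note: plate controls were DMSO full reaction for no effect and no enzyme background for full effect; strong numbers were not always called active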
M17LAP inhibition: P. falciparum M17LAP inhibitors, primary screen, biochemical, fluorogenic H-Leu-NHMec substrate, 1536-well (AID 1619). recombinant M17LAP, H-Leu-NHMec fluorogenic kinetic assay; higher % means a stronger effect. inhibition, % at 30 µM, or IC50 in µM where a hit was titrated. actives 0.38% (n = 220,000);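 active = compound inhibiting the enzyme by more than half at any dose during confirmatory dose-response retesting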;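 note: plate controls were full reaction with DMSO carrier for no effect and no enzyme background for full effect; strong numbers were not always called active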
Dynein transport: inhibitors of GR-EGFP nuclear translocation, primary screen, dynein cargo transport inhibitor project, imaging, high-content, 3617.4 mouse cells; actives 0.47% (n = 220,000); z-score, hits read low; test concentration mostly 20 µM; stimulated with dexamethasone, 1 µM; stronger effect = lower value; AID 1381, 2008;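 active = plate z-score of nuclear minus cytoplasmic receptor signal below a set negative limit, without overly bright fluorescence or cell loss, cut at about -3.5 in these data, passing the limit was not always enough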;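 note: z-score of nuclear minus cytoplasmic ring GR-EGFP intensity difference per well; some compounds called inactive have numbers as strong as hits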
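Buffer or medium: Induction medium lacking tetracycline, stripped serum | Also added: Dexamethasone agonist, 1.0 µM final, for 30 min | Timing: 48 h induction, 1 h compound, 30 min dex at 37 °C | Detection: Formaldehyde fixation, Hoechst nuclear stain, 10x automated fluorescence imaging | Measure: Nuclear versus cytoplasmic GR-EGFP signal, averaged per well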
MT stabilize HCS: microtubule stabilizers in HeLa cells, primary screen, imaging, high-content imaging | % tubulin-high responders, % at 10 µM | actives 0.83% (n = 200,000) | HeLa tubulin immunostaining HCS, 24 h; share of cells brighter than vehicle mean+2SD;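 active = plate Z-score above 3 for both tubulin-high and condensed-nucleus cell shares, with cell loss under 80%, at 10 µM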;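 note: anti alpha tubulin signal scored within the nucleus-defined area of each cell; some results filed as inactive read as strong as hits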
T cell HTS: modulators of CD8 T cell-vesicle binding, primary screen, mouse 2C CD8+ T cells, flow cytometry; AID 2052, 2009; 2C CD8+ T cell-vesicle binding; stronger effect = lower value; actives 0.068% (n = 330,000); calls only at 7 µM;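 active = response, share of CD8 T cells binding vesicles, and their 90th percentile fluorescence all below set limits, cut at about 80% in these data, passing the limit was not always enough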
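material = purified 2C TCR transgenic mouse naive CD8+ T cells | controls = Unloaded micro-vesicles (low), QL9 vesicles with 0.7% DMSO (high) | detection = cytometric PE anti-B7-1 and Alexa647 anti-CD8 signals after 1% paraformaldehyde fixation | incubation = binding step 1.5 h, 37 °C, antibody labelling 20 min, ice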
Yfh1-depleted yeast: enhancers of respiration in Yfh1-depleted yeast, dose response, Friedreich's ataxia, plus single-dose screen (AID 1465) | actives 0.074% (n = 220,000) | S. cerevisiae Yfh1-off respiration, WST-1 reduction, 72 h; higher fold induction means a stronger effect | fold induction at 50 µM, or EC50 in µM where a hit was titrated;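 active = fold induction of absorbance versus untreated yeast above a set limit, then at least 30% activation at any dose in follow-up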;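 note: activators that raise dye reduction in frataxin-depleted yeast; strong numbers were not always called active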
Autophagy mod: autophagy modulators in MEF cells, primary screen, imaging, high-content, MEF GFP-LC3 | MEF GFP-LC3 puncta imaging; test concentration mostly 10 µM | calls only at 10 µM (by protocol) | actives 0.98% (n = 190,000) | AID 463193, 2010;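 active = percentage of spot-positive cells more than 3 SD above its plate mean, without a fluorescence outlier flag or 80% toxicity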;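 note: spot-positive cell cutoff set from DMSO-treated cells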
WT yeast gro inh mutant strain: also measured in WT yeast gro inh; calls as there; inhibition, %; mitochondrial fusion phenotypic screen, mutant strain inhibition
Dynein transport cytoplasmic EGFP: second read-out of Dynein transport, no call of its own (marks repeat the call); z-score; measured here: cytoplasmic GR-EGFP intensity; stronger effect = higher value
Dynein transport nuclear GR-EGFP: recorded beside Dynein transport, whose call it bears; z-score; measured here: nuclear GR-EGFP intensity;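 lower value marks the stronger effect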
Dynein transport cell count: second read-out of Dynein transport, no call of its own (marks repeat the call); z-score; measured here: cell count per field
b-catenin transl cell count 5 µM: further read-out of b-catenin transl, marked with its call; cell count; measured here: cell count, cytotoxicity flag
T cell HTS vesicle-bound %: recorded beside T cell HTS, whose call it bears; double positive events, %; measured here: CD8+ vesicle-bound cell fraction;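 binding gate set so that unloaded-vesicle control wells show 10% double positive cells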
MT stabilize HCS Hoechst-high %: further read-out of MT stabilize HCS, marked with its call; % Hoechst-high responders; measured here: nuclear condensation Hoechst responders;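 share of cells brighter than vehicle mean plus two SD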
MT stabilize HCS cytotoxicity %: recorded beside MT stabilize HCS, whose call it bears; toxicity, %; measured here: cytotoxicity by cell density;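 0% = mean cell density of plate MIN control wells and 100% = no cells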
Autophagy mod cell loss 18 h: also measured in Autophagy mod; calls as there; toxicity, %; measured here: cell loss, nuclei count;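 cell loss after 18 h compound exposure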
An asterisk follows results filed as active.

`Cc1ccc(-c2cc(C(=O)N3CCN(C(=O)c4ccco4)CC3)no2)cc1` gave WT yeast gro inh 4, b-catenin transl 0.4, M1AAP inhibition 6%, M17LAP inhibition -10%, Dynein transport -0.6, MT stabilize HCS 2.3, T cell HTS inactive, Yfh1-depleted yeast inactive, Autophagy mod inactive, WT yeast gro inh mutant strain 11, Dynein transport cytoplasmic EGFP -0.2, Dynein transport nuclear GR-EGFP -0.55, Dynein transport cell count -0.52, b-catenin transl cell count 5 µM 1020, T cell HTS vesicle-bound % 13, MT stabilize HCS Hoechst-high % 1.9, MT stabilize HCS cytotoxicity % 8.7 and Autophagy mod cell loss 18 h -9.
Screening O=C1N[C@@H](Cc2ccccc2)[C@@H](c2ccco2)O1 returned b-catenin transl -1.4, M1AAP inhibition 17%, M17LAP inhibition -2%, Dynein transport -1.1, T cell HTS inactive, Yfh1-depleted yeast inactive, Dynein transport cytoplasmic EGFP -0.45, Dynein transport nuclear GR-EGFP -0.43, Dynein transport cell count 0.59, b-catenin transl cell count 5 µM 1208 and T cell HTS vesicle-bound % 35.
`O=c1oc2c(-c3ccc([N+](=O)[O-])cc3)cc(O)cc2s1` gave b-catenin transl -0.8, M1AAP inhibition 2%, M17LAP inhibition -5%, Dynein transport -0.14, T cell HTS inactive, Yfh1-depleted yeast inactive, Dynein transport cytoplasmic EGFP -0.27, Dynein transport nuclear GR-EGFP -0.25, Dynein transport cell count 0.95, b-catenin transl cell count 5 µM 1120 and T cell HTS vesicle-bound % 54.
COc1ccc(OC)c(CNC(=O)Cc2c(C(=O)O)[nH]c3ccc(Cl)cc23)c1 was read as WT yeast gro inh -13, b-catenin transl -1.9, M1AAP inhibition 18%, M17LAP inhibition 12%, Dynein transport -0.9, MT stabilize HCS 3.7, T cell HTS inactive, Yfh1-depleted yeast inactive, Autophagy mod inactive, WT yeast gro inh mutant strain 7, Dynein transport cytoplasmic EGFP -0.25, Dynein transport nuclear GR-EGFP -0.65, Dynein transport cell count 0.84, b-catenin transl cell count 5 µM 991, T cell HTS vesicle-bound % 27, MT stabilize HCS Hoechst-high % 2.9, MT stabilize HCS cytotoxicity % 6.2 and Autophagy mod cell loss 18 h 10.
Screening Nc1nonc1C(=O)N/N=C/c1ccc(-c2cccc(C(=O)O)c2)o1 returned WT yeast gro inh -20, b-catenin transl 4.1, M1AAP inhibition 17%, M17LAP inhibition 30%, Dynein transport -0.85, MT stabilize HCS 5.6, T cell HTS inactive, Yfh1-depleted yeast inactive, Autophagy mod inactive, WT yeast gro inh mutant strain -13, Dynein transport cytoplasmic EGFP -0.31, Dynein transport nuclear GR-EGFP -0.41, Dynein transport cell count 1.4, b-catenin transl cell count 5 µM 1024, T cell HTS vesicle-bound % 34, MT stabilize HCS Hoechst-high % 1.4, MT stabilize HCS cytotoxicity % 11 and Autophagy mod cell loss 18 h -4.
Screening c1ccc(OCCCCN2CCOCC2)cc1 returned WT yeast gro inh -5, M1AAP inhibition -5%, M17LAP inhibition 8%, Dynein transport 0.32, MT stabilize HCS 1.9, T cell HTS inactive, Yfh1-depleted yeast inactive, Autophagy mod inactive, WT yeast gro inh mutant strain 11, Dynein transport cytoplasmic EGFP -0.38, Dynein transport nuclear GR-EGFP -0.1, Dynein transport cell count 0.23, T cell HTS vesicle-bound % 38, MT stabilize HCS Hoechst-high % 1.6, MT stabilize HCS cytotoxicity % 6.3 and Autophagy mod cell loss 18 h -6.
`CCOC(=O)c1c(NC(=O)CN2CCCCC2)sc(C)c1C` gave WT yeast gro inh 7, b-catenin transl 0.9, M1AAP inhibition 8%, M17LAP inhibition -4%, Dynein transport -0.17, MT stabilize HCS 3.7, T cell HTS inactive, Yfh1-depleted yeast inactive, Autophagy mod inactive, WT yeast gro inh mutant strain 2, Dynein transport cytoplasmic EGFP -0.29, Dynein transport nuclear GR-EGFP -0.089, Dynein transport cell count 0.23, b-catenin transl cell count 5 µM 1535, T cell HTS vesicle-bound % 56, MT stabilize HCS Hoechst-high % 2.1, MT stabilize HCS cytotoxicity % 7.5 and Autophagy mod cell loss 18 h 16.
Screening COc1cc(CN=Cc2c(O)n(Cc3ccccc3)c(=S)[nH]c2=O)cc(OC)c1 returned b-catenin transl -0.4, M1AAP inhibition -2%, M17LAP inhibition -8%, Dynein transport -1.1, T cell HTS inactive, Yfh1-depleted yeast inactive, Dynein transport cytoplasmic EGFP -0.23, Dynein transport nuclear GR-EGFP 0.056, Dynein transport cell count 1, b-catenin transl cell count 5 µM 1397 and T cell HTS vesicle-bound % 53.
CC(C)(CN1CCc2ccccc2C1)NS(=O)(=O)c1ccc(Cl)cc1 was read as b-catenin transl 1.5, M1AAP inhibition 4%, M17LAP inhibition 2%, Dynein transport -0.2, T cell HTS inactive, Yfh1-depleted yeast inactive, Dynein transport cytoplasmic EGFP -0.27, Dynein transport nuclear GR-EGFP -0.14, Dynein transport cell count 0.51, b-catenin transl cell count 5 µM 1282 and T cell HTS vesicle-bound % 15.
For CN(C(=O)COc1nnc(-c2cccs2)c(-c2cccs2)n1)c1ccccc1 the results were b-catenin transl -5.1, M1AAP inhibition 10%, M17LAP inhibition 7%, Dynein transport 3.6, MT stabilize HCS 2.5, T cell HTS inactive, Yfh1-depleted yeast inactive, Autophagy mod inactive, Dynein transport cytoplasmic EGFP -0.095, Dynein transport nuclear GR-EGFP 1.5, Dynein transport cell count -1.5, b-catenin transl cell count 5 µM 982, T cell HTS vesicle-bound % 60, MT stabilize HCS Hoechst-high % 2.4, MT stabilize HCS cytotoxicity % 6.5 and Autophagy mod cell loss 18 h 6.
Cc1ccc(N2CCN(S(=O)(=O)N(C)C)CC2)cc1Cl was read as WT yeast gro inh -6, b-catenin transl -0.4, M1AAP inhibition 1%, M17LAP inhibition -6%, Dynein transport -1.3, MT stabilize HCS 2.2, T cell HTS inactive, Yfh1-depleted yeast inactive, Autophagy mod inactive, WT yeast gro inh mutant strain -5, Dynein transport cytoplasmic EGFP -0.25, Dynein transport nuclear GR-EGFP -0.47, Dynein transport cell count 0.88, b-catenin transl cell count 5 µM 818, T cell HTS vesicle-bound % 47, MT stabilize HCS Hoechst-high % 0.9, MT stabilize HCS cytotoxicity % 32 and Autophagy mod cell loss 18 h 7.
Screening COc1ccc(CCNC(=O)c2cc(CC(C)C)on2)cc1OC returned WT yeast gro inh -4, b-catenin transl -2.3, M1AAP inhibition -2%, M17LAP inhibition 11%, Dynein transport -0.31, MT stabilize HCS 5.0, T cell HTS inactive, Yfh1-depleted yeast inactive, Autophagy mod inactive, WT yeast gro inh mutant strain -1, Dynein transport cytoplasmic EGFP -0.23, Dynein transport nuclear GR-EGFP -0.16, Dynein transport cell count 0.17, b-catenin transl cell count 5 µM 1113, T cell HTS vesicle-bound % 40, MT stabilize HCS Hoechst-high % 2.3, MT stabilize HCS cytotoxicity % 4.8 and Autophagy mod cell loss 18 h -3.
Screening CC(C)(C)C(=O)NNC(=O)c1cnccn1 returned b-catenin transl 0.4, M1AAP inhibition 4%, M17LAP inhibition -10%, Dynein transport 0.24, T cell HTS inactive, Yfh1-depleted yeast inactive, Dynein transport cytoplasmic EGFP -0.19, Dynein transport nuclear GR-EGFP 0.95, Dynein transport cell count -0.8, b-catenin transl cell count 5 µM 1298 and T cell HTS vesicle-bound % 10.

Taken from the results shown for reference:
`Cc1ccc(-c2cc(C(=O)N3CCN(C(=O)c4ccco4)CC3)no2)cc1` gave WT yeast gro inh 4, b-catenin transl 0.4, M1AAP inhibition 6%, M17LAP inhibition -10%, Dynein transport -0.6, MT stabilize HCS 2.3, T cell HTS inactive, Yfh1-depleted yeast inactive, Autophagy mod inactive, WT yeast gro inh mutant strain 11, Dynein transport cytoplasmic EGFP -0.2, Dynein transport nuclear GR-EGFP -0.55, Dynein transport cell count -0.52, b-catenin transl cell count 5 µM 1020, T cell HTS vesicle-bound % 13, MT stabilize HCS Hoechst-high % 1.9, MT stabilize HCS cytotoxicity % 8.7 and Autophagy mod cell loss 18 h -9.
Screening O=C1N[C@@H](Cc2ccccc2)[C@@H](c2ccco2)O1 returned b-catenin transl -1.4, M1AAP inhibition 17%, M17LAP inhibition -2%, Dynein transport -1.1, T cell HTS inactive, Yfh1-depleted yeast inactive, Dynein transport cytoplasmic EGFP -0.45, Dynein transport nuclear GR-EGFP -0.43, Dynein transport cell count 0.59, b-catenin transl cell count 5 µM 1208 and T cell HTS vesicle-bound % 35.
